PDI turbidity: inhibitors of human protein disulfide isomerase | PDI insulin aggregation turbidity, A650, 90 min | AID 588391 | inhibition, % at 10 µM | hit rate 0.052% among 350,000;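 active = mean inhibition across replicates of 30% or more, whatever share of single replicates reach that level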;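 note: absorbance from insulin aggregation driven by PDI reduction with DTT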
Target sequence (P07237 whole entry, looked up): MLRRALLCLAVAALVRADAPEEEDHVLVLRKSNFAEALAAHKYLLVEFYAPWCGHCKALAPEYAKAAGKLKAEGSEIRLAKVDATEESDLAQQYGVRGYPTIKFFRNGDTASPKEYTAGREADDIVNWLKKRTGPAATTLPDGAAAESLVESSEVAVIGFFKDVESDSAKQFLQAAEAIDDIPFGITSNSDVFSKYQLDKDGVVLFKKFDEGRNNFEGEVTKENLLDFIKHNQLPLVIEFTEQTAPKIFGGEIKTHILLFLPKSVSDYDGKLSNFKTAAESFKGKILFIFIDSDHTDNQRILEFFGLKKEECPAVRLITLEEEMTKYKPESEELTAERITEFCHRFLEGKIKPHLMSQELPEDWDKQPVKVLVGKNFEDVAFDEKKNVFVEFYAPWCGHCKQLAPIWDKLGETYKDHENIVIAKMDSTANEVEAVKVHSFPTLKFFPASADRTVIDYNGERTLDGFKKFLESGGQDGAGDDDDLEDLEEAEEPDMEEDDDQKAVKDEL
CaV13 FRET inh: Primary screen for inhibitors of IQ motif and Ca2+-dependent inactivation inhibitor domain binding in CACNA1D, Förster resonance energy transfer in living cells, … | inhibition, % at 12.3 µM | HEK cells, CFP/YFP FRET ICDI-IQ, plate reader, 10 min; percent FRET-ratio fall versus neutral wells | hit rate 0.098% among 340,000;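 active = mean replicate inhibition of at least 30% and at least 1% of replicates passing that level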;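 note: 0% = median of the neutral control wells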
NR2E3 ag-1: human photoreceptor-specific nuclear receptor agonism; Q9Y5X4; CHO-S Gal4-NCOR/VP16-NR2E3 two-hybrid, luciferase; inhibition of corepressor binding, % at 3.98 µM; hit rate 0.35% among 360,000; AID 602229;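 active = inhibition above the mean of all tested compounds plus 3 SD, cut at about 70% in these data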;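 note: 0% = DMSO with NR2E3 transfected cells and 100% = cells lacking NR2E3 construct; higher means lower luciferase signal from less NR2E3 corepressor binding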
Peg3 promoter: inhibitors of Peg3 promoter. AID 588405. inhibition, % at 20 µM. HeLa PEG-Prom luciferase reporter, luminescence, overnight. hit rate 1.7% among 360,000;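 active = inhibition of at least 50% at 20 µM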
NR2E3 ag-2: agonists of human nuclear receptor NR2E3 | GST-NR2E3/biotin-RetCOR TR-FRET, 1536-well | inhibition of corepressor binding, % at 4.78 µM | hit rate 0.12% among 320,000 | AID 2300 | Q9Y5X4;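 active = percent inhibition above the cutoff of mean plus 3 SD of all tested compounds, set per screening campaign, cut at about 20% in these data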;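 note: 0% = DMSO wells and 100% = biotin wells as full block of FRET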
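Material: NR2E3–RetCOR corepressor complex / Incubation: Compound–protein incubation for 5 h at 4 °C / Dosing: compound at 4.8 µM, single dose / Detection: time-resolved FRET / Benchmarks: high control biotin, low control 0.6% DMSO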
HTR2A ag: agonists of mouse serotonin 5-HT2A receptor (HTR2A) | P35363 | CHO-K1 mHTR2A beta-arrestin complementation, luminescence; percent of 30 µM serotonin response | activation, % at 7.6 µM | hit rate 0.66% among 360,000 | AID 624169;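 active = activation above a run cutoff, the mean activation of all tested compounds plus 3 SD, cut at about 14% in these data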;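 note: 0% = plate median of compound wells and 100% = 30 µM serotonin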
Target sequence (P35363 whole entry, looked up): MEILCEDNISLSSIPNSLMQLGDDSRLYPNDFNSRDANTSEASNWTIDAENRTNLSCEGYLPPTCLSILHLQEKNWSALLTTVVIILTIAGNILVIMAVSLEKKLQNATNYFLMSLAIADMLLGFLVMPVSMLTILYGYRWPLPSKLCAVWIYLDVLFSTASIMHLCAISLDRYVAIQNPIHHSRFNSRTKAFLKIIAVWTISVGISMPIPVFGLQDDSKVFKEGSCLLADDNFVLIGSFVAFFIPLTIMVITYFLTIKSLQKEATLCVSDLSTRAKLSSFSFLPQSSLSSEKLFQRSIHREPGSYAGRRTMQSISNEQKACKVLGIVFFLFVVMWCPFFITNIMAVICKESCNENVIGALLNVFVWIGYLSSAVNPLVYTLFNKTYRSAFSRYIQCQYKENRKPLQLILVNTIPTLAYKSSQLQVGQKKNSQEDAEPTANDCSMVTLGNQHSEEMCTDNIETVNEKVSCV
Shn3 3UTR inh: Schnurri-3 reporter inhibition in Clone20 osteoblasts | Clone20 osteoblast Shn3 3'UTR firefly luciferase, 24 h | hit rate 0.52% among 360,000 | inhibition, % at 12.5 µM;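 active = mean inhibition of at least 75% with every replicate also reaching 75%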;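 note: 0% = median of neutral control wells and 100% = pilot-screen positive control compound; some compounds past the cut are filed as inactive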
TRPM1 prom inh: MITF TRPM1 promoter inhibition in SK-MEL-5 cells; SK-MEL-5 TRPM1 promoter luciferase, 24 h; inhibition, % at 12.5 µM; hit rate 0.83% among 330,000;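 active = mean inhibition across replicates of 60% or more, whatever share of single replicates reaches that level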; note: values of inactives mirror those of a sister screen read the other way
Cardio protect: myocardial damage modulation in H9c2 cells; H9c2 cardiomyocytes, H2O2 injury protection, ATPLite, 2 h; protection from H2O2 cell death, % at 20 µM; hit rate 0.63% among 360,000;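 active = compounds giving at least 50% protection of heart cells from peroxide-induced death in the single-dose screen, raw or plate-pattern-corrected value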;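 note: 0% = DMSO wells with peroxide and 100% = DMSO wells without peroxide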
hiPSC survival: hiPSC single-cell survival enhancement; hit rate 0.044% among 360,000; ATPlite luminescence; 100% = ROCK inhibitor wells, 0% = DMSO; survival enhancement, % at 20 µM; AID 602274; in the data active = survival enhancement above about 18%;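 note: cells exposed to compounds for 16 hours before the ATP read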
HIF-2a inh: HIF-2a inhibition; 786-0 RCC cells HIF-2a reporter, luciferase luminescence, overnight; inhibition, % at 18.8 µM; hit rate 0.72% among 360,000; AID 624352;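 active = inhibition of the luminescence signal of 40% or more relative to plate controls, in a single-dose primary screen at 18.75 µM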
* hit, by the source's call; x = no result given.

SMILES | PDI turbidity | CaV13 FRET inh | NR2E3 ag-1 | Peg3 promoter | NR2E3 ag-2 | HTR2A ag | Shn3 3UTR inh | TRPM1 prom inh | Cardio protect | hiPSC survival | HIF-2a inh
N/C(=N\NC(=O)Nc1ccc(Cl)cc1)c1ccccn1 | 2 | -5 | -93 | -226 | -3 | -3 | -71 | -43 | 2 | 0.2 | -212
COCCCNC(=O)CCc1nc(-c2ccccc2Cl)no1 | 4 | -8 | -4 | 15 | 5 | 4 | 11 | -6 | 1 | -1.3 | 15
CN(C(=O)c1ccc(NC(=O)Cc2cccc(NC(=O)C3CCN(C(=O)C4CCC4)CC3)c2)cc1)C1CCCC1 | 3 | -8 | -16 | -3 | 4 | 8 | -24 | -17 | -4 | 2.6 | 16
Cc1c(S(=O)(=O)N2CCN(c3ccc(F)cc3)CC2)c(=O)n(C)c(=O)n1C | 4 | x | -16 | 13 | 2 | -3 | 10 | 4 | 4 | -0.4 | 14
O=C(Nc1ccccc1)O/N=C/c1ccccc1Cl | -2 | x | -91 | -162 | -3 | -5 | -25 | -70 | -10 | 1.9 | -278
Cc1cc([N+](=O)[O-])ccc1N | 3 | -6 | 8 | -3 | 1 | 6 | -7 | -4 | 6 | 0.3 | -4
Cc1ccc(NC(=O)COC(=O)Cc2cccs2)c(Br)c1 | -5 | x | -6 | 2 | -1 | 4 | 7 | 10 | 2 | -0.1 | 3
CCOC(=O)c1c(NC(C)=O)sc2c1CCC(C=NCCCN(CC)CC)=C2Sc1ccccc1 | -2 | x | -28 | 20 | -1 | -2 | 26 | 38 | -17 | -5.5 | 19
O=C(Nc1ccnn1C1CCN(Cc2ccn[nH]2)CC1)c1ccccc1 | 2 | x | 20 | 8 | 1 | 0 | -15 | 13 | -2 | -0.5 | 1
COc1cc(C=O)ccc1OCCSc1ccc(Cl)cc1 | -3 | -6 | -84 | -118 | -2 | -3 | -4 | -38 | -7 | 8.6 | -101
O=C1CC(C(=O)N2CCN(c3ccccc3O)CC2)CN1Cc1ccccc1 (stereo not drawn) | 9 | -6 | -2 | 6 | 0 | -7 | 10 | 1 | 7 | -0.2 | 5
COc1ccccc1CCC(=O)Nc1ccc(S(=O)(=O)Nc2ncccn2)cc1 | 3 | -10 | 14 | 9 | x | -2 | 7 | x | -7 | 3.3 | 8
Cc1cc(C)c2cc(C(=O)N3CCC(N4CCCCC4)CC3)[nH]c2c1 | -17 | x | -4 | 9 | 3 | -3 | 8 | -7 | -1 | -0.3 | 23
CCOC(=O)c1cc(NC(=O)Nc2ccccn2)c(C)nc1C | -3 | -7 | -6 | -59 | 2 | 4 | -3 | -33 | 21 | 2.8 | -109
CC(=O)Nc1ccc(NC(=O)CCN2C(=O)c3ccccc3C2=O)cc1 | 3 | -6 | -4 | -7 | -1 | -5 | -27 | 3 | 12 | -0.6 | 11
COC(=O)c1cc(-c2ccc(C)o2)nc2ccccc12 | 6 | -2 | -2 | 35 | -1 | 2 | 25 | -5 | 17 | -1.1 | 14
CC(NC(=O)Cc1ccc(S(=O)(=O)N2CCOCC2)s1)c1ccc(Br)cc1 (stereo not drawn) | -1 | -2 | -13 | 6 | x | -2 | 20 | 2 | -4 | -4.9 | 7
COc1ccc(C(=O)OCc2cc(=O)oc3c(C)c(C)ccc23)cc1S(=O)(=O)N1CCOCC1 | -1 | -10 | -37 | -23 | x | 3 | -23 | x | 2 | -0.3 | -18
CC(C)CC(C(=O)Nc1ccccc1)N1C(=O)C2C3C=CC(C3)C2C1=O (stereo not drawn) | -2 | -6 | 31 | -3 | 0 | 3 | -8 | 5 | 11 | -0.6 | 13
CN(C)S(=O)(=O)c1cccc(NC(=S)N/N=C/c2ccc(O)c(O)c2O)c1 | 8 | -2 | -8 | 13 | x | -2 | 24 | 6 | 22 | -0.5 | 11
C=CCN1C(=O)c2ccc(C(=O)N(C)Cc3ccc(C)o3)cc2C1=O | -4 | -1 | 22 | 6 | -2 | -1 | -7 | 0 | 9 | -0.5 | 0
O=C(CCC1CCCN(C(=O)c2cccs2)C1)N1CCN(c2ccccn2)CC1 (stereo not drawn) | 0 | -5 | 6 | 4 | 2 | -3 | 4 | 11 | 21 | -0.6 | 6
COc1ccc(OC)c(N(CC(=O)NC2CC2)S(=O)(=O)c2ccc(C)cc2)c1 | -7 | -4 | -4 | 4 | 4 | 4 | 4 | 3 | 3 | -1.6 | 10
CN(C)/C=C(/C(=O)c1ccc(Cl)c(Cl)c1)S(C)(=O)=O | 5 | -3 | 4 | 3 | 0 | 3 | 1 | -4 | 6 | 1.0 | 10
COCCn1c(=S)[nH]c2cc(C(=O)NCc3ccccc3)ccc2c1=O | -10 | 23 | 4 | 19 | x | -3 | 6 | x | -4 | -1.7 | 12
COC(=O)CCN(C(=O)C12CC3CC(CC(C3)C1)C2)c1ccccn1 | -6 | -5 | -2 | 4 | 1 | 0 | -11 | 5 | -2 | -0.8 | 22
CN(C(=O)c1cc2n(n1)C(C(F)(F)F)CC(c1ccco1)N2)c1ccc(OC(F)(F)F)cc1 (stereo not drawn) | -4 | -4 | 9 | 16 | 3 | -3 | 19 | 6 | -2 | 2.3 | 13
CCOc1ccc2nc(SCC(=O)NNC(=O)c3ccco3)c(C)cc2c1 | 0 | -4 | 17 | 6 | 2 | -3 | -16 | 3 | 0 | -0.8 | -3
O=C(OC(C(=O)NCC1CCCO1)c1ccc(F)cc1)c1ccco1 (stereo not drawn) | 7 | -5 | -5 | 4 | -2 | -5 | 2 | -3 | 1 | -1.6 | 9
CCOC(=O)C1CCCN(C(=O)c2ccc3c(c2)OCCO3)C1 (stereo not drawn) | 6 | -3 | -13 | -12 | x | -3 | -4 | -8 | 2 | 0.3 | -5
O=C(c1ccc2c(=O)n(Cc3ccccc3)c(=S)[nH]c2c1)N1CCOCC1 | -32 | -4 | -12 | 1 | 4 | 0 | 7 | 15 | -6 | 0.8 | 6
CC(OC(=O)C1=NNC(=O)CC1)C(=O)Nc1ncc(Cl)cc1Cl (stereo not drawn) | 1 | -8 | 32 | 0 | -2 | 0 | 4 | 36 | -6 | 0.2 | 1
O=C(NC(Cc1ccccc1)C(=O)O)/C(=C/c1ccccc1)NC(=O)c1ccco1 (stereo not drawn) | 2 | -3 | -13 | -7 | 2 | -1 | -121 | 20 | 6 | -0.5 | 7
CNC(=O)c1ccc(N(Cc2ccccc2)S(C)(=O)=O)cc1 | -9 | x | 3 | 9 | -3 | 1 | 11 | -13 | -5 | 0.9 | 11
CC(Sc1nn(-c2ccccc2)c(=S)s1)C(=O)NCC1CCCO1 (stereo not drawn) | 3 | -2 | 11 | -19 | 5 | -10 | -10 | 6 | 1 | 0.7 | -24
Cc1ccc(C(=O)OCC(=O)Nc2c(Cl)cc(S(N)(=O)=O)cc2Cl)o1 | 2 | -2 | 13 | 0 | -1 | 0 | -9 | 6 | 0 | -0.3 | 6
COc1ccccc1CN(CC(=O)NCc1ccco1)C(=O)CNS(=O)(=O)c1ccccc1 | -18 | -2 | 2 | 15 | 2 | 0 | 5 | 14 | 14 | -3.5 | 3
CC1=NN(c2ccccc2)C(=O)C1N=Nc1ccc(N)cc1 (stereo not drawn) | 8 | x | -34 | -89 | -1 | 1 | 21 | -11 | 19 | -4.1 | -101
CC12CCC(C(=O)Nc3ncc([N+](=O)[O-])s3)(OC1=O)C2(C)C (stereo not drawn) | 2 | -8 | -4 | 5 | 2 | 11 | -33 | 5 | -4 | 2.0 | -5
COc1cccc(NS(=O)(=O)c2cc3c(cc2C)NC(=O)CO3)c1 | x | -7 | -3 | 17 | 2 | -9 | 6 | x | -1 | 3.8 | 2

Some of these compounds in order of count of non-hydrogen atoms, rising.
SMILES | PDI turbidity | CaV13 FRET inh | NR2E3 ag-1 | Peg3 promoter | NR2E3 ag-2 | HTR2A ag | Shn3 3UTR inh | TRPM1 prom inh | Cardio protect | hiPSC survival | HIF-2a inh
Cc1cc([N+](=O)[O-])ccc1N | 3 | -6 | 8 | -3 | 1 | 6 | -7 | -4 | 6 | 0.3 | -4
CC12CCC(C(=O)Nc3ncc([N+](=O)[O-])s3)(OC1=O)C2(C)C (stereo not drawn) | 2 | -8 | -4 | 5 | 2 | 11 | -33 | 5 | -4 | 2.0 | -5
CC(Sc1nn(-c2ccccc2)c(=S)s1)C(=O)NCC1CCCO1 (stereo not drawn) | 3 | -2 | 11 | -19 | 5 | -10 | -10 | 6 | 1 | 0.7 | -24

Profiles as entered above. Order of screens: PDI turbidity	CaV13 FRET inh	NR2E3 ag-1	Peg3 promoter	NR2E3 ag-2	HTR2A ag	Shn3 3UTR inh	TRPM1 prom inh	Cardio protect	hiPSC survival	HIF-2a inh
CC1=NN(c2ccccc2)C(=O)C1N=Nc1ccc(N)cc1 (stereo not drawn) reads 8	x	-34	-89	-1	1	21	-11	19	-4.1	-101
COCCn1c(=S)[nH]c2cc(C(=O)NCc3ccccc3)ccc2c1=O reads -10	23	4	19	x	-3	6	x	-4	-1.7	12
CNC(=O)c1ccc(N(Cc2ccccc2)S(C)(=O)=O)cc1 reads -9	x	3	9	-3	1	11	-13	-5	0.9	11

Carrying on:
SMILES | PDI turbidity | CaV13 FRET inh | NR2E3 ag-1 | Peg3 promoter | NR2E3 ag-2 | HTR2A ag | Shn3 3UTR inh | TRPM1 prom inh | Cardio protect | hiPSC survival | HIF-2a inh
CCOC(=O)c1c(C)c(C(=O)NCCCOC(C)C)c(C)n1C | -1 | -6 | -11 | -6 | 2 | 2 | -3 | 2 | -6 | 2.4 | 9
COc1ccc(Nc2oc(COc3ccc(C)cc3)nc2C#N)cc1 | 1 | -5 | -20 | 9 | 1 | -1 | -2 | 3 | -15 | -0.6 | -5
COc1cccc(CC(=O)NC2CCCN(Cc3ccc(Cl)cc3)C2)c1 (stereo not drawn) | 3 | -5 | 7 | 22 | -1 | 3 | 4 | -2 | 2 | -0.8 | 9
COc1ccc2c(Cl)c(C(=O)NCCCn3ccnc3)sc2c1Cl | -2 | x | 11 | 14 | -7 | -11 | 34 | -13 | -5 | 3.2 | 13
CCCC(=O)NC(=S)NNC(=O)c1ccc([N+](=O)[O-])cc1 | -6 | -6 | -19 | 19 | 0 | -1 | 12 | -3 | 18 | 0.6 | 6
Cc1nnsc1C(=O)NNc1c(Cl)cccc1Cl | 3 | -4 | -39 | 19 | -2 | 1 | x | -2 | -2 | 0.1 | 19
COc1ccc(CCC(=O)NCCOc2ccccc2Cl)cc1 | 1 | -4 | -56 | -133 | -1 | -3 | -25 | -38 | 4 | -0.2 | -175
Cc1nc(SCC(=O)Nc2ccccc2)c2oc3ccccc3c2n1 | -8 | x | 0 | -9 | 11 | 1 | 12 | -4 | 2 | -3.1 | 3

Source: PubChem BioAssay (several laboratories)
